SKBR3 24h inh: SK-BR-3 proliferation inhibitors | 41,000 compounds, 0.47% hits | viability, % at 10 µM | AID 847 | SK-BR-3 viability, CellTiter-Glo ATP luminescence, 24 h; hits give low values;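 active means viability at or below the median of all test compounds minus 3 SD, in both replicates if run twice, cut at about 45% in these data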;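 further: 100% = median untreated cell wells and 0% = median positive control drug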
An asterisk follows results filed as active. Some of the compounds tested; rates above refer to the full screens.

SMILES	SKBR3 24h inh
Cc1ccc(C(=O)C2CCN(CC(=O)Nc3ccc(N(C)C)cc3)CC2)cc1	86
COc1ccc(-n2nnnc2SCC(=O)NCCc2ccc(OC)c(OC)c2)cc1	93
Cc1ccc(S(=O)(=O)N(C)CC(=O)Nc2nc3ccccc3s2)cc1	84
O=C(Cc1coc2ccc3ccccc3c12)N1CCCC1	84
CC(=O)c1ccc(NC(=O)CSc2nnc(-c3ccoc3C)n2Cc2ccccc2)cc1	99
Cc1cc(OCc2nn[nH]n2)c2c(C)c(Cc3ccccc3)c(=O)oc2c1	83
CCN(CC)Cc1cc(CC(C(N)=O)C(N)=O)ccc1OC	76
COc1ccc(Cn2c(=O)c3c(nc(NCCO)n3C)n(C)c2=O)cc1	110
Nn1c(SC/C=C/c2ccccc2)nnc1-c1ccccn1	97
O=C1OC(Nc2ccc(Br)cc2F)c2ccccc21 (centres undefined)	85
Cn1c(=O)c2c(nc(NCc3ccc4c(c3)OCO4)n2Cc2ccccc2)n(C)c1=O	92
COc1ccc(C2CC(C(F)(F)F)n3ncc(C(=O)NCC4CCCO4)c3N2)cc1OC (centres undefined)	86
Cc1ccc(S(=O)(=O)N(CC(=O)N2CCOCC2)CC(=O)N2CCOCC2)cc1	80
CNC(=O)CSc1nnnn1-c1ccc(C)cc1C	82
O=c1c2ccccc2nc(SCc2nnc(-c3ccccc3)o2)n1-c1ccccc1	81
CCOC(=O)c1cnc2sccn2c1=O	86
O=C(NC1CCS(=O)(=O)C1)C1CCCCN1S(=O)(=O)c1ccc(Cl)cc1 (centres undefined)	98
Cc1c(C(=O)NCc2ccccn2)oc2ccccc12	92
COc1ccc(NC(=O)Cc2nc3ccccc3[nH]2)cc1	106
CCCOC(=O)c1ccc(Nc2cc(C)nc3ncnn23)cc1	115
Cc1nc2ccccc2c2c1C(=O)N(CCC1=CCCCC1)C2=O	81
Cc1ccc(Cl)cc1N1CCN(C(=O)c2cn(C)c(=O)c3c2c2ccccc2n3C)CC1	111
Cc1cc(NC(=O)c2cc(-c3ccncc3)nc3c(C)cccc23)no1	84
Cn1c(=O)n(C)c2cc(NC(=O)C(F)(F)F)ccc21	155
CN(C)c1ccc(-c2nn3c(-c4ccc(Cl)cc4)nnc3s2)cc1	103

Carrying on:
SMILES	SKBR3 24h inh
CCn1c(COc2cccc(OC)c2)nnc1SCC(=O)N1CCOCC1	107
COc1ccccc1CCNC(=O)C1CCCO1 (centres undefined)	102
O=C(C1=C(O)C(=O)N(CCCN2CCOCC2)C1c1ccccn1)c1cccs1 (centres undefined)	91
Cc1nnc(NC(=O)c2ccc3ccccc3c2)o1	82
N#Cc1ccccc1CSc1ccccn1	83
CC1CCN(C(=O)N[C@@H](Cc2ccccc2)C(=O)O)CC1	118
C=CCn1c(COc2ccc(Cl)cc2)nnc1SCc1ccc(C#N)cc1	72
O=C(CSc1nnc(NC(=O)C2CC2)s1)Nc1ccc(F)cc1	79
COc1ccc(C2C(C(N)=O)=C(C)Nc3nc(-c4cccc(Cl)c4)nn32)cc1OC (centres undefined)	77
C=CCN=C(NC#N)SCC(=O)NCc1ccccc1	90
CCOC(=O)CNC(=O)C1c2cc(OC)c(OC)cc2C(=O)N(C)C1c1ccccc1F (centres undefined)	72
CCC(=O)c1cn(CC(=O)NCc2cccnc2)c2ccccc12	92
CN(C(=O)c1cccnc1)c1nnc(-c2cnccn2)s1	92
O=C(Nc1ccc(S(=O)(=O)N2CCCc3ccccc32)cc1)C1CCCO1 (centres undefined)	88
COc1cccc(OCCOc2cccc(/C=N/n3cnnc3)c2)c1	77
COc1ccccc1N(C(=O)Cn1nnc2ccccc21)C(C(=O)NCc1ccco1)c1ccc(C)o1 (centres undefined)	124
Cc1cc(C(=O)NC2CCCc3ccccc32)no1 (centres undefined)	94
Nc1ccc(-c2ccc(N)cc2C(F)(F)F)c(C(F)(F)F)c1	90
CC(C)OC(=O)c1nnn(-c2nonc2N)c1CN1CCCCCC1	46
O=C(CN1C2=NCCCN2c2ccccc21)c1cccs1	100
Cc1cccn2c(=O)c3cc(C(=O)NC(C)c4ccccc4)c(=N)n(CCCn4ccnc4)c3nc12 (centres undefined)	112
CCOC(=O)C(C)c1nc2ccccc2[nH]c1=O (centres undefined)	106
COC(=O)c1ccccc1NC(=O)c1cc2ncc(Br)cn2n1	107
COC(=O)c1cc(Br)c(=O)n(CCc2ccccc2)c1	83
CC(C)CNC(=O)CSc1nnc(-c2ccccn2)n1Cc1ccccc1	76

(more compounds)
SMILES	SKBR3 24h inh
Nc1ccc(SCCN2C(=O)c3ccccc3C2=O)cc1	108
CCC(=O)Oc1cccc(C(=O)Nc2ccc(-c3nnc(-c4ccco4)o3)cc2)c1	67
CCCOc1cccc(C2/C(=C(/O)c3ccc(F)cc3)C(=O)C(=O)N2CCN(C)C)c1 (centres undefined)	91
CCS(=O)(=O)CCSc1nc2ccccc2s1	91
Cc1c(C(=O)N2CCN(CCc3ccccc3)CC2)oc2ccccc12	100
Cc1nn2c(N)csc2nc1=O	82
COC(=O)c1cc(C(=O)OC)n(Cc2ccc(F)cc2)n1	100
CCOC(=O)Nc1c(C(=O)OC)[nH]c2cccc(OC)c12	101
Cc1[nH]nc2c1-c1nc3ccccc3nc1C(C)(C)C2	99
CS(=O)(=O)N1CCN(c2nc(-c3ccc(F)cc3)cs2)CC1	92
CC(C)Oc1cccc(C(=O)O)c1	120
CC(C)CC(=O)Nc1ccccc1-c1nnn(CC(=O)N2CCOCC2)n1	85
NC(=O)c1c(NC(NC(=O)c2ccco2)(C(F)(F)F)C(F)(F)F)sc2c1CCCC2	87
CNc1ccccc1-c1nc2ccccc2n(C)c1=O	86
C#CC(C)(CC)NC(=O)Cn1nnc(-c2ccc(S(C)(=O)=O)cc2)n1 (centres undefined)	71
N#Cc1ccsc1NC(=O)CSc1ncn[nH]1	108
O=C(NCc1cccs1)C1CCN(S(=O)(=O)c2cccs2)CC1	82
CC(=O)C(C)Oc1cc(C)cc2oc(=O)c(C)c(C)c12 (centres undefined)	77
OC1(C2(O)CC(c3ccccc3)ON2)CCCCC1 (centres undefined)	90
O=C(CC1CCS(=O)(=O)C1)Nc1ccc[nH]c1=O (centres undefined)	83
O=C(c1noc2c1CCCC2)N1CCOCC1	98
Cc1cc(NC(=O)Nc2cc(C)nn2-c2ccccc2)n(-c2ccccc2)n1	98
CC(C)(C)c1ccccc1NC(=O)c1cccnc1	83
C=CCc1ccccc1OCC(O)CNC(C)C (centres undefined)	100
CCC(c1nnnn1Cc1ccco1)N(CCc1ccccc1)Cc1cc2cc(C)ccc2[nH]c1=O (centres undefined)	128

The list goes on.
SMILES	SKBR3 24h inh
Cc1ccc(C)c(-c2nc3cc(N)ccc3o2)c1	90
O=C(NCCc1ccccc1)c1cc(-c2ccco2)on1	72
CC(=O)Oc1ccc(N2C(=O)CC(N3CCOCC3)C2=O)cc1 (centres undefined)	96
CC(=O)Nc1nc2ccc(Br)cc2s1	51
COC(=O)c1cccc(NC(=O)CSc2nnc(C)n2Cc2ccccc2)c1	92
CC(C)=CCC(C)(C)C1OCCN1C(=O)Nc1ccccc1 (centres undefined)	128
Cc1ccc(-c2noc(CN(C(=O)CCCCCN3C(=O)c4ccccc4C3=O)C(C)C)n2)cc1	83
CC(NS(=O)(=O)c1ccccc1)C(=O)Nc1ccc(S(N)(=O)=O)cc1 (centres undefined)	102
CC1(C)CC(=O)C2=C(C1)NC(=O)CC2c1ccc(N(CCC#N)CCC#N)cc1 (centres undefined)	115
CCCc1cc(=O)oc2cc(C)c(CN3CCCC3)c(O)c12	96
Nc1cc(Br)c(N)c(Br)c1	92
O=C1OCCC1Sc1nc2ccccc2s1 (centres undefined)	92
Cn1ccnc1SCc1cn2cc(Br)ccc2n1	91
CCc1cc2c(=O)c(-c3cscn3)coc2cc1O	101
CC1CCCC(C)N1C(=O)COC(=O)c1ccc2c(c1)OCO2 (centres undefined)	93
COc1ccc(N2C(=O)c3ccccc3NC23CCCCC3)cc1	96
N#Cc1c(N)nc2c(c1-c1ccncc1)CCCCC2	106
CCOc1ncccc1C(=O)OCC(=O)c1c(N)n(C)c(=O)n(C)c1=O	100
CC1Oc2ccccc2N(CC(=O)NCc2cccs2)C1=O (centres undefined)	83
Cc1cc(-n2c(=O)c(C#N)cc3c(=O)n4ccccc4nc32)no1	81
CCOc1ccccc1C(=O)Nc1cc(Cl)ccc1O	109
O=C(c1ccc2c(=O)n(Cc3ccco3)c(=S)[nH]c2c1)N1CCN(c2ccccc2)CC1	93
COC(=O)/C=C1\NCCSC1=O	81
O=C(Nc1nc2c(s1)CCCC2)Oc1ccccc1	91
COc1ccc(C2=CC(c3sccc3C)n3nnnc3N2)cc1 (centres undefined)	61

Other compounds.
SMILES	SKBR3 24h inh
COc1cc(C)nc(Oc2ccc(=O)n(C)n2)n1	91
Cc1c(OCc2nn[nH]n2)ccc2c(-c3ccccc3)cc(=O)oc12	92
CCSc1nnc(N(CCC(=O)O)CCC(=O)O)s1	99
Cc1cccc(N=c2oc3cc(O)ccc3cc2C(N)=O)c1	92
C=CCc1cccc(/C=N/c2ncn[nH]2)c1O	86
CCOC(=O)C(C)Oc1ccccc1C1NC(=O)NC(C)=C1C(=O)Nc1ccc(C)c(C)c1 (centres undefined)	80
O=C(Cn1nnc(-c2ccc(N3CCOCC3)cc2)n1)OC1CCCCC1	81
CCOc1ccc(N(CC(=O)Nc2ccc(OC)cc2)S(C)(=O)=O)cc1	55
O=C(CSc1nc(-c2ccco2)cc(C(F)(F)F)n1)N1CCCc2ccccc21	101
O=C(CCN1C(=O)c2ccccc2C1=O)N1CCN(c2ccccc2)CC1	114
CCOCCCNC(=O)C(NC(=O)C1CCC(=O)N1)c1ccc(C)cc1 (centres undefined)	110
CCCNS(=O)(=O)c1ccc(OCC(=O)NCc2ccc3c(c2)OCO3)cc1	86
Fc1cccc(Cl)c1CSc1ncn[nH]1	90
CC(=O)OC1=C(C#N)Cn2ccc3cccc1c32	96
C=COC(=O)CSc1nc(-c2cccs2)ccc1C#N	106
CCOC(=O)N1CCN(C(=O)c2ccc(N(C)S(C)(=O)=O)cc2)CC1	99
Cn1c(O)c(C=Nc2ccc(Cc3ccncc3)cc2)c(=O)n(C)c1=O	99
CCc1nnc2n1N=C(c1ccc(-c3cc(Cl)ccc3Cl)o1)CS2	84
CCOC(=O)CCP(=O)(O)C(O)c1ccc(OC)cc1 (centres undefined)	77
CC(C)[C@H](NC(=O)C1(c2ccccc2)CCN(C(=O)OC(C)(C)C)CC1)C(=O)O	84
Cc1cc(N2CCC(C(=O)NCC3CC3)CC2)nc(-c2ccccc2)n1	75
Fc1ccc(C2CC(c3ccc(F)cc3)n3ncnc3N2)cc1 (centres undefined)	101
Cc1sc(NC(=O)CSc2nnc3scc(-c4ccccc4)n23)c(C#N)c1C	114
COc1ccc(-n2c(=O)[nH]cc(C(=O)N3CCCc4ccccc43)c2=O)cc1	86
Cc1ccc(SC(C)C(=O)NCC(C)C)cc1 (centres undefined)	77

Next section
SMILES	SKBR3 24h inh
COc1ccc(OCC(=O)Nc2ccc(S(=O)(=O)N3CCOCC3)cc2)cc1	133
Cc1csc(NC(=O)CSc2nnc(-c3ccoc3C)n2CCc2ccccc2)n1	75
O=C(CSc1ncn(-c2ccccc2)n1)Nc1nc2c(s1)CCCC2	92
CN(C)c1ccc(/C=C/c2ccncc2)cc1	146
COc1ccc(S(=O)(=O)N2CCC(C(=O)NCc3cccc(OC)c3)CC2)cc1	106
CC(C)(CNC(=O)C1CCCC1)CNC(=O)C1CCCC1	92
COc1ccc(Cl)cc1N(CC(=O)N1CCN(Cc2ccccc2)CC1)S(C)(=O)=O	97
CN(C)c1ccc(C2N(C(=O)N3CCOCC3)CCN2S(=O)(=O)c2ccccc2)cc1 (centres undefined)	114
CNCCCC12CCC(c3ccccc31)c1ccccc12	87
CC(OC(=O)C1CCCO1)C(=O)NC1CCCC1 (centres undefined)	76
Cc1ccc2c(C)c(C(=O)Nc3c(C)n(C)n(-c4ccccc4)c3=O)oc2c1	100
CCOC(=O)C1=C(C)NC(=O)NC1c1ccc(OCC(=O)N2CCCCC2)cc1 (centres undefined)	77
Cc1cccc2cc(COC(=O)C3CCCO3)c(=O)[nH]c12 (centres undefined)	92
COC(=O)c1cc2c(ccn2-c2ccc(F)cc2)n1CC(=O)N1CCN(C(=O)c2ccco2)CC1	72
CCOC(=O)c1[nH]c2ccc(OCC)cc2c1NC(=O)CN1CCCC(C)C1 (centres undefined)	96
CCOC(=O)/C=C1\CC(=O)Nc2nonc2N1	91
O=C1C2CC=CCC2C(=O)N1c1n[nH]c(Cc2ccccc2)n1 (centres undefined)	87
CC(C)(C)c1csc(NC(=O)c2cccs2)n1	77
Cn1nccc1C(=O)OCC(=O)Nc1nc(-c2ccccc2)cs1	73

Compounds from the list above containing a furan ring, fused or not, in the order listed:
SMILES	SKBR3 24h inh
O=C(Cc1coc2ccc3ccccc3c12)N1CCCC1	84
CC(=O)c1ccc(NC(=O)CSc2nnc(-c3ccoc3C)n2Cc2ccccc2)cc1	99
Cc1c(C(=O)NCc2ccccn2)oc2ccccc12	92
COc1ccccc1N(C(=O)Cn1nnc2ccccc21)C(C(=O)NCc1ccco1)c1ccc(C)o1 (centres undefined)	124
CCC(=O)Oc1cccc(C(=O)Nc2ccc(-c3nnc(-c4ccco4)o3)cc2)c1	67
Cc1c(C(=O)N2CCN(CCc3ccccc3)CC2)oc2ccccc12	100
NC(=O)c1c(NC(NC(=O)c2ccco2)(C(F)(F)F)C(F)(F)F)sc2c1CCCC2	87
CCC(c1nnnn1Cc1ccco1)N(CCc1ccccc1)Cc1cc2cc(C)ccc2[nH]c1=O (centres undefined)	128
O=C(NCCc1ccccc1)c1cc(-c2ccco2)on1	72
O=C(c1ccc2c(=O)n(Cc3ccco3)c(=S)[nH]c2c1)N1CCN(c2ccccc2)CC1	93
O=C(CSc1nc(-c2ccco2)cc(C(F)(F)F)n1)N1CCCc2ccccc21	101
CCc1nnc2n1N=C(c1ccc(-c3cc(Cl)ccc3Cl)o1)CS2	84
Cc1csc(NC(=O)CSc2nnc(-c3ccoc3C)n2CCc2ccccc2)n1	75
Cc1ccc2c(C)c(C(=O)Nc3c(C)n(C)n(-c4ccccc4)c3=O)oc2c1	100
COC(=O)c1cc2c(ccn2-c2ccc(F)cc2)n1CC(=O)N1CCN(C(=O)c2ccco2)CC1	72
